NALP1 inh: NALP1 inflammasome inhibitors in reconstituted yeast, colorimetric, S. cerevisiae, triplicate retest; S. cerevisiae NALP1/ASC/caspase-1 growth, X-gal OD620, 72 h; inhibition, % at 10 µM; hit rate 0.61% among 280,000; in the data active = inhibition mostly above about 24%, no sharp cut-off; inactive = mostly below about 32%; note: some compounds called inactive have numbers as strong as hits
GalR3 antag: GalR3 antagonists in HEK293 cells, primary screen, cell-based, fluorescence readout; inhibition, % at 3 µM; Galanin receptor type 3 (Homo sapiens), O60755; hit rate 0.44% among 360,000; HEK293 GalR3-CNG cAMP membrane potential fluorescence; galR3 body fused to GalR1 C-terminus;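 active = inhibition above the screen-wide average plus 3 SD, cut at about 13% in these data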;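 note: forskolin and galanin both at EC90 stimulate the cells; cAMP rise reported by CNG channel membrane potential dye signal; 0% = forskolin plus galanin with DMSO and 100% = forskolin alone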
Target sequence (O60755 1-299 limits assumed): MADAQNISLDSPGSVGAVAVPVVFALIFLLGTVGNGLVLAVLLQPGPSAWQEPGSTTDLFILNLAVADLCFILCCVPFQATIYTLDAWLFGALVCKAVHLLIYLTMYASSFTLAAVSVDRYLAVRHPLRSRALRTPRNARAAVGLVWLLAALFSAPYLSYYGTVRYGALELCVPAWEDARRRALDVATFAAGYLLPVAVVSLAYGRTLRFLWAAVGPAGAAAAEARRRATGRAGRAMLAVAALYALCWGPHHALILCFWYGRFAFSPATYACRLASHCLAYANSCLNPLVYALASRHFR
MEKK2mut PB1 HTS: MEK5 binding signal on mutant MEKK2 PB1, primary screen, biochemical, multiplex bead flow cytometry, Alexa488-MEK5; Alexa488-MEK5 binding to MEKK2 mutant; percent response, % at 10 µM; hit rate 0.35% among 290,000; in the data active = percent response above about 24%, passing the limit was not always enough; note: inactives centre near 1; some results filed as inactive read as strong as hits; reference of the scale not given here
GPR7 antag: GPR7 receptor antagonists, primary screen, cell-based, fluorescence, single concentration | GPR7-expressing cells, fluorescence antagonist assay | AID 1861, 2009 | Neuropeptides B/W receptor type 1 (Homo sapiens), P48145 | inhibition, % at 4.4 µM | hit rate 1.1% among 290,000; in the data active = inhibition above about 16%, passing the limit was not always enough;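 note: cells stimulated with the agonist NPW; 0% = agonist with vehicle and 100% = vehicle without agonist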
Target sequence (P48145 whole entry, looked up): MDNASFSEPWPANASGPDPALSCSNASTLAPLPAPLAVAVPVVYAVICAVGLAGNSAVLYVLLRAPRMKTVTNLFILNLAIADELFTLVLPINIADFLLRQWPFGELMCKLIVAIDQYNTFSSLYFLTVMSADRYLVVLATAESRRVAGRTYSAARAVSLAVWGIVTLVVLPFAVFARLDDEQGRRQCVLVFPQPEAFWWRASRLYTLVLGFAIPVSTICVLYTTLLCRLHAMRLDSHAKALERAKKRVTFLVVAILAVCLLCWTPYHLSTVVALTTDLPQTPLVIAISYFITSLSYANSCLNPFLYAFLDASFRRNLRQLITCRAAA
OXTR agonist: human OXTR agonists, primary screen, fluorescence, CHO-OTR cells, Fluo-8 calcium. Fluo-8 calcium fluorescence; normalized: DMSO 0%, oxytocin 100%. hit rate 0.32% among 320,000. AID 2435, 2010. activation, % at 3 µM;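 active = activation above the mean of all tested compounds plus 3 SD, cutoff set per screening run, cut at about 20% in these data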;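 note: peak over basal fluorescence ratio from a 100 s FLIPR kinetic read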
MEKK2wt PB1 HTS: modulators of MEK5 binding to wildtype MEKK2, primary screen, biochemical, multiplex bead flow cytometry, Alexa488-MEK5. Mitogen-activated protein kinase kinase kinase 2 (Homo sapiens), Q9Y2U5. Alexa488-MEK5 binding to MEKK2 WT; actives lie on both sides. binding response (% of control), % at 10 µM. hit rate 1.1% among 290,000. AID 1531, 2009; in the data active = binding response below about 67% or above about 130%
OXTR potentiator: human OXTR potentiators, primary screen, fluorescence, CHO-OTR cells, Fluo-8 calcium | Oxytocin receptor (Homo sapiens), P30559 | AID 2445, 2010 | Fluo-8 calcium fluorescence, potentiator mode; 0% = oxytocin EC15, 100% = EC100 | hit rate 0.061% among 320,000 | activation, % at 3 µM;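 active = activation above that plate's cutoff, the mean activation of tested compounds plus 3 SD, cut at about 6.6% in these data, passing the limit was not always enough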;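 note: 100% uses oxytocin at 75 nM as the full agonist control; some results filed as inactive read as strong as hits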
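Assay system: CHO-OTR cells, human receptor / Also added: oxytocin at about EC15, sub-maximal agonist stimulus / Dosing: single dose, 3.0 µM nominal final compound concentration / Incubation: 6 min pre-incubation, 100 s read / Technique: Fluo-8 calcium dye fluorescence / Read-out: % activation vs EC15 and EC100 oxytocin / Benchmarks: EC15 oxytocin low, 75 nM oxytocin high / Replicates: singlicate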
M18AAP inhibitor: PfM18AAP inhibitors, malaria aminopeptidase, primary screen, biochemical, QFRET, recombinant enzyme | M18 aspartyl aminopeptidase (Plasmodium falciparum 3D7) | AID 1822, 2009 | H-Glu-NHMec fluorogenic cleavage | hit rate 1.2% among 290,000 | inhibition, % at 7.35 µM;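 active = inhibition above the campaign mean inhibition over all tested compounds plus 3 SD, cut at about 28% in these data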;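 note: 0% = plate median of test compound wells and 100% = 2 mM ZnCl2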
V1aR counter: agonists of human V1a receptor, primary screen, counter-screen for OXTR agonist project, fluorescence, CHO-V1R cells | Fluo-8 calcium fluorescence, agonist mode; 0% DMSO, 100% 3 nM vasopressin | activation, % at 3 µM | hit rate 0.25% among 320,000;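 active = activation above the mean activation of all tested compounds plus 3 SD, per screening run, cut at about 20% in these data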;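 note: signal is peak over basal fluorescence ratio across a 100 second FLIPR read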
Target sequence (P37288 whole entry, looked up): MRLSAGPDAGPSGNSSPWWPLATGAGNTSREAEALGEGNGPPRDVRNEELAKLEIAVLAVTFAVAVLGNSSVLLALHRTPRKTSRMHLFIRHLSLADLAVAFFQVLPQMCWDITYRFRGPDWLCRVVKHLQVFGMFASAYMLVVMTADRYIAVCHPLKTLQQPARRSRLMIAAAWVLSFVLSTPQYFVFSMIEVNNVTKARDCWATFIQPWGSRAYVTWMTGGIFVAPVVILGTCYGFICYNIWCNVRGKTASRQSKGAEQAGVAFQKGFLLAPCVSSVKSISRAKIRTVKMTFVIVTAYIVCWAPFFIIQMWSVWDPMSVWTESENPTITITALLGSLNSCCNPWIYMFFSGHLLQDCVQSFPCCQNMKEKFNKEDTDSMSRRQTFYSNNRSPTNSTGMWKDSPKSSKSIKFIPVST
* hit, by the source's call; nt = not tested or not shown.

| canonical_smiles | NALP1 inh | GalR3 antag | MEKK2mut PB1 HTS | GPR7 antag | OXTR agonist | MEKK2wt PB1 HTS | OXTR potentiator | M18AAP inhibitor | V1aR counter |
| --- | --- | --- | --- | --- | --- | --- | --- | --- | --- |
| CC(=O)N1[C@H](C)C=C[C@]1(Cc1ccccc1)C(=O)NCc1cc(F)cc(C(F)(F)F)c1 | 18 | -2 | -3 | -3 | -0.5 | 96 | 0 | 2 | 0.1 |
| CCOC(=O)c1ccc(NC(=O)CN2C(=O)CCC2=O)cc1 | 6 | 9 | 5 | -15 | 0.0 | 99 | -2 | -3 | 1.6 |
| CCCCCCCC(=O)N/N=C/c1ccncc1 | 7 | -5 | -12 | -6 | 0.6 | 92 | -4 | -10 | 0.8 |
| CC(C)(C)OC(=O)C[C@@H]1C/C=C\C[C@@H](CC(=O)N[C@@H](CO)Cc2ccccc2)C(=O)N2CCC[C@@H]2COC1=O | nt | 1 | nt | nt | -1.2 | nt | -2 | nt | -0.5 |
| O=C1c2ccc(Cl)cc2S(=O)(=O)c2cccc(C(=O)N3CCN(c4ncc(Br)cn4)CC3)c21 | nt | 2 | nt | nt | -2.2 | nt | -4 | nt | -1.2 |
| O=C(O)c1cc(S(=O)(=O)N(Cc2ccccc2)c2ccccc2Cl)ccc1Cl | 3 | -4 | 3 | -16 | 0.0 | 104 | 0 | 3 | 0.4 |
| CC1CCCCN1S(=O)(=O)c1ccc2c(c1)C(C)(C)C(=O)N2C (configuration not stated) | 18 | -1 | 0 | 4 | 0.2 | 107 | -2 | 2 | 0.6 |
| O=C(c1ccccc1)n1c(=O)cc[nH]c1=O | nt | -8 | nt | nt | 0.4 | nt | -9 | nt | -0.1 |
| CNC(=O)CN(CCc1ccccc1)S(=O)(=O)c1ccc(OC)cc1 | 28 | -2 | 1 | 15 | -1.0 | 104 | -4 | 1 | -0.9 |
| Cn1c(=O)n(CC(=O)NCC2CCCO2)c(=O)c2c3c(sc21)COC(C)(C)C3 (configuration not stated) | 11 | -5 | 6 | -7 | 0.3 | 107 | -4 | 2 | 0.5 |
| COc1ccc(S(=O)(=O)N(C)c2ccc(C(=O)N3CCCCC3)cc2)cc1OC | nt | -8 | 6 | -18 | 10 | 104 | -8 | 1 | 8.7 |
| CC1CCN(C(=O)COC(=O)Cc2c[nH]c3ccccc23)CC1 | 8 | -2 | 4 | 6 | -0.1 | 97 | -9 | 0 | 2.1 |
| Cc1cc(CNC(=O)C2CCC(=O)N(CCc3cccc(F)c3)C2)nn1C (configuration not stated) | -5 | 1 | 5 | -5 | nt | 110 | nt | 0 | nt |
| c1ccc(COCCN2CCN(CCOCc3ccccc3)CC2)cc1 | 4 | nt | 11 | 5 | 0.2 | 113 | 0 | 0 | -0.1 |
| COc1ccc(-c2cc(C(F)(F)F)nc(N3CCN(C)CC3)n2)cc1 | 23 | -5 | 13 | -4 | 0.7 | 130 | -13 | -23 | 1.9 |
| CC(=O)N1CCc2cc(S(=O)(=O)NC(C(=O)NC(C)c3ccccc3)C(C)C)ccc21 (configuration not stated) | 4 | -5 | 4 | -14 | -0.5 | 99 | -3 | -2 | -0.6 |
| Cc1c(C)c2ccc(OCC(=O)N(C)C3CCS(=O)(=O)C3)c(C)c2oc1=O (configuration not stated) | 11 | 0 | 3 | -5 | 0.2 | 107 | -5 | 1 | 1.9 |
| O=[N+]([O-])c1ccccc1S(=O)(=O)n1nnc2ccccc21 | 12 | -5 | -1 | -10 | -0.1 | 98 | 0 | -3 | 0.7 |
| COc1ccc(N2CCN(C3CCCN(C(=O)CN4CCOC4=O)C3)CC2)cc1 (configuration not stated) | 9 | 1 | 7 | -13 | -0.2 | 106 | -12 | -2 | 0.2 |
| Cc1ccc(NC(=O)CSc2nnc(-c3ccncc3)n2C)cc1C | 2 | -4 | 1 | 83* | 0.6 | 102 | -4 | -8 | -0.3 |
| CN(C(=O)Cn1cnc2sccc2c1=O)C1CCCCC1 | nt | -7 | nt | nt | 0.3 | nt | 5 | nt | 1.0 |
| COc1cc(NC(=O)c2ccc(S(=O)(=O)N(C)c3ccccc3OC)cc2)cc(OC)c1 | nt | -6 | nt | nt | 2.4 | nt | -8 | nt | 2.2 |
| COC(=O)N/N=C/c1cc(Cl)c(OCc2ccc(F)cc2)c(OC)c1 | 22 | -1 | 0 | -4 | 0.9 | 105 | -6 | -3 | 2.6 |
| Cc1ccccc1NC(=S)NNC(=O)c1csc2c1CCC(C)C2 (configuration not stated) | 7 | -9 | -1 | -9 | 2.5 | 90 | -10 | -6 | 1.6 |
| COc1cc2c(C(=O)N3CCN(c4ccccc4F)CC3)cn(C)c(=O)c2cc1OC | 7 | 0 | -6 | 0 | -0.4 | 89 | 2 | -17 | -0.3 |
| CCOc1ccc(CCNC(=O)C2CCN(c3nnc(-n4cccc4)s3)CC2)cc1 | 42* | 0 | -4 | -10 | -1.8 | 101 | 2 | 2 | -0.4 |
| COCCNC(=O)/C(C#N)=C/C=C/c1ccccc1 | -14 | -4 | -5 | -7 | 0.2 | 97 | -3 | 4 | -0.3 |
| O=C(c1ccco1)N1CCCC(c2nc3c(nnn3Cc3ccc(Cl)cc3Cl)c(=O)[nH]2)C1 (configuration not stated) | 15 | -7 | 0 | -3 | 0.1 | 105 | -5 | -1 | 0.0 |
| COc1ccc(CCNc2ncnc3c2nnn3Cc2ccccc2)cc1 | 3 | -5 | 2 | 26 | -2.2 | 101 | -15 | 0 | 2.4 |
| CN1CCN(C(c2ccc(C(F)(F)F)cc2)c2cc(Cl)c3cccnc3c2O)CC1 (configuration not stated) | 27 | -10 | 12 | -8 | -0.6 | 130 | -4 | 1 | 1.0 |
| COc1cc(C(=O)OCCN2CCOCC2)cc(OC)c1OC | 8 | 7 | -1 | -6 | -0.7 | 94 | -4 | -8 | 1.5 |
| O=C(c1ccc(N2CCN(C(=O)c3ccccc3)CC2)cc1)c1cccc(F)c1 | 16 | -7 | 5 | 16 | 4.8 | 106 | -7 | -1 | 13 |
| Oc1c(C(c2cccs2)N2CCN(c3cccc(Cl)c3)CC2)sc2ncnn12 (configuration not stated) | 39 | nt | 11 | -3 | 0.4 | 107 | -6 | 19 | 0.4 |
| O=C(Nc1ccccc1N1CCCCC1)c1ccc(OC(F)F)cc1 | 14 | -9 | -2 | -10 | -1.9 | 97 | -12 | -2 | -0.7 |
| CC(=O)c1cnn(-c2cc(Oc3cccc(C)c3)ncn2)c1C | 21 | -2 | 4 | -11 | -1.2 | 95 | -12 | -3 | 0.2 |
| O=C(COc1ncnc2sccc12)N1CCN(c2ccccc2)CC1 | 1 | -8 | -2 | -11 | -0.5 | 100 | -1 | -4 | -0.9 |
| Cc1ccc(CNC(=O)c2ccccc2NS(=O)(=O)c2ccc(Cl)nc2)cc1 | 8 | -4 | 7 | -8 | 9.4 | 107 | -12 | 4 | 12 |
| CCOc1ccc(C(=O)Nc2nnc(S(=O)(=O)N(C)Cc3ccco3)s2)cc1 | 15 | -6 | -5 | 12 | 0.2 | 102 | -8 | -14 | 2.7 |
| O=C(CSc1ncccn1)c1ccccc1Br | nt | -1 | 1 | 10 | 0.0 | 102 | -12 | 13 | -0.9 |
| O=C1CNC(=S)N1CCc1ccccc1Cl | nt | 1 | 10 | -18 | 2.0 | 103 | -13 | -2 | 2.0 |
| C=CC[C@H](CC(=O)NCCO)C(=O)N[C@H](COC(=O)[C@@H](CC=C)Cc1ccc(F)cc1)c1ccccc1 | nt | -2 | nt | nt | -0.1 | nt | -6 | nt | 14 |
| O=[N+]([O-])c1ccc(N2CCN(c3ccc(F)cc3)CC2)cn1 | 6 | -8 | -2 | 12 | 4.5 | 97 | -8 | -2 | 5.4 |
| O=C(O)c1nnn(-c2cccc(C(F)(F)F)c2)c1-c1ccccc1 | 21 | -5 | -3 | -2 | 0.0 | 95 | 1 | -13 | 0.7 |
| O=C(CSc1nnc(NC(=O)C2CC2)s1)Nc1ccccc1 | 16 | -8 | 0 | -6 | 0.7 | 97 | -8 | -7 | 1.7 |
| CCOC(=O)N1CCN(C(=O)CN(c2cccc(C(F)(F)F)c2)S(=O)(=O)c2ccccc2)CC1 | -15 | 1 | 8 | -5 | 1.1 | 106 | -9 | 37* | -0.3 |
| COc1ccc(/C=C2\S/C(=N/S(=O)(=O)c3cccs3)NC2=O)cc1 | -1 | -4 | 0 | -11 | 0.2 | 104 | 1 | -6 | 0.4 |
| O=C(CN(Cc1ccccc1F)S(=O)(=O)c1ccc(Cl)cc1)NCCCO | -3 | -2 | 1 | 3 | -1.3 | 97 | -2 | -1 | -0.8 |
| Cc1cc(O)c(/C=N/Nc2ccc(F)cc2)c(=O)o1 | 10 | -7 | -2 | -9 | -0.5 | 97 | -23 | 3 | 0.0 |
| O=C(NNC(=O)c1ccc([N+](=O)[O-])o1)c1ccccc1 | 29 | 2 | -5 | 4 | 1.1 | 95 | -10 | 0 | 0.7 |
| O=C(Cn1c(=O)oc2cc(S(=O)(=O)N3CCCC3)ccc21)NC1CCCc2ccccc21 (configuration not stated) | 27 | 4 | nt | 7 | 0.1 | nt | -9 | -12 | 0.6 |
| CC(Sc1nc2ccccc2n1C)C(=O)NC(c1ccccc1)c1ccccc1 (configuration not stated) | -3 | -9 | 4 | 1 | 0.2 | 107 | -8 | 8 | 3.7 |
| O=C(NCCSc1ccccc1)c1ccccc1F | nt | -10 | 3 | -9 | -2.4 | 101 | -5 | 0 | -1.0 |
| COc1ccc(C)cc1-n1nnnc1SC/C(O)=C(\C#N)c1nc2ccccc2[nH]1 | 11 | -4 | -1 | -1 | -0.5 | 95 | -5 | 0 | 6.8 |
| O=C(C1CC1)N1N=C(c2ccccc2)CC1(O)C(F)(F)C(F)(F)F (configuration not stated) | 18 | -10 | 4 | -8 | -1.9 | 105 | 3 | 1 | -0.6 |
| COc1ccc(OC)c(N2C(N)=NC(N)=NC23CCCC3)c1 | -11 | -1 | 6 | -12 | 0.1 | 105 | -7 | -5 | 0.2 |
| Nc1cc(=O)[nH]c(SCC(=O)Nc2ccc(N3CCOCC3)cc2)n1 | nt | -2 | nt | nt | 0.3 | nt | -8 | nt | 1.0 |
| O=c1c(-c2ccc(Oc3ccccc3)cc2)[n+]([O-])c2ccccc2n1OCc1ccccn1 | -15 | -4 | -6 | -15 | -1.6 | 92 | -9 | 6 | -0.2 |
| Cc1ccc(CNC(=O)COC(=O)c2cc(C)oc2C)cc1 | nt | -3 | nt | nt | -2.6 | nt | -1 | nt | 0.2 |

Source: PubChem BioAssay
